# Source: PubChem BioAssay
# ELG1 genotoxic – induces genotoxicity in HEK293T cells with luciferase-tagged ELG1. Potency, µM (doses to about 46 µM), for inactives: top-dose activity change, positive = activation, actives largely listed as activators. HEK293T ELG1-luciferase reporter, luminescence, 16 h. 1.3% of 330,000 active; also: potency is read from the fitted curve at half-maximal effect; % of control where 0% means no effect; nearly all actives have a fitted effect of over 60% in size
#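 16 hr compound incubation (37 °C, 5% CO2) of HEK293T cells carrying luciferase-tagged ELG1; luciferase then measured by ONE-Glo luminescence after 30 min at RT.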
# NPC1 promoter act – activates the NPC1 promoter | 2.4% of 320,000 active | Potency, µM (titrated, usually from 9.22 µM), inactives show at the highest dose activation, usual class: activators | Huh7 NPC1 promoter luciferase reporter, 24 h | AID 485313;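 also: potency is read from the fitted curve at half-maximal effect; % of control where 0% means no effect; nearly all actives have a fitted effect of over 60% in size; reporter is driven by a mutant NPC1 promoter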
#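 Stably transfected Huh7 (NPC1 promoter→luciferase), 1500 cells/well in Opti-MEM + 10% FBS, 2 h settle, then compound 24 h at 37 °C. Luminescence after 10 min with Amplite reagent.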
# BRCA1 expr up – activators of BRCA1 expression; MCF7-BRCA1-FFLuc reporter, luminescence, 48 h; response scale: scaled: vehicle 0%, 10 µM genistein 100%; Potency, µM (titrated, usually from 46.1 µM), for inactives: top-dose activation, actives largely listed as activators; 1.1% of 380,000 active; also: potency is read from the fitted curve at half-maximal effect; nearly all actives have a fitted effect of over 80% in size; some results filed as inactive show a strong effect at the top dose
#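 MCF7-BRCA1-FFLuc, 2000 cells/well; 2 h attach, 37 °C/5% CO2; compound 48 h; luciferase substrate 15 min; luminescence end-point. Norm. to genistein 10 microM max activation and DMSO; concentration-response curves fitted.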
# RORgamma inh – ROR gamma (mouse) transcription inhibition | Drosophila S2 Gal4-RORgamma UAS-luciferase reporter, 20 h | P51450 | Potency, µM (top dose mostly 53.6 µM), for the others: at the highest dose activity change, negative = inhibition, actives largely listed as inhibitors | 5.4% of 310,000 active | AID 2551; also: potency is read from the fitted curve at half-maximal effect; % is scaled to controls: 0 for no effect and ±100 for the full control effect; nearly all actives have a fitted effect of over 60% in size
# Target sequence (P51450 whole entry, looked up, the tested form may be a part): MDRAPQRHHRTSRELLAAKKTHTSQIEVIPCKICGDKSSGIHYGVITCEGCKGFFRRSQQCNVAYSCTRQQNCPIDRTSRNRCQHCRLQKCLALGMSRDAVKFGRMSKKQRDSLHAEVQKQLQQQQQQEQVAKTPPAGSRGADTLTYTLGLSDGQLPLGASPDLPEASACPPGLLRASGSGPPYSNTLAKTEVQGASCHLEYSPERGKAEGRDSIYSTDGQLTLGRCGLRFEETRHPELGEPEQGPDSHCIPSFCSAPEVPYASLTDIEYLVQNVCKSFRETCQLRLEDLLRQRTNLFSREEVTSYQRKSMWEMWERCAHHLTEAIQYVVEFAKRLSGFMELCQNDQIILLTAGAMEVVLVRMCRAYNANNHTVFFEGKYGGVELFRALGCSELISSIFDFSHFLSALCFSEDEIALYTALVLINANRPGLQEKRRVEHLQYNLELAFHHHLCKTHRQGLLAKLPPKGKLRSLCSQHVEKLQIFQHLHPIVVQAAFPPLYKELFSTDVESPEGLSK
#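 Read-out: Photinus luciferase luminescence; inhibitors lower reporter signal. Insect Schneider cells with Gal4-ROR gamma fusion under metallothionein promoter, UAS reporter; 700 uM final copper sulfate induction, 20 hr, ambient temperature.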
# Giardia kill – Giardia lamblia killing. Giardia lamblia trophozoite viability. activity change, % at 7.66 µM, hits read low. 0.15% of 340,000 active; in the data active = activity change below about -80%; inconclusive = between about -30% and that limit;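 also: parasites exposed to compound for two days anaerobically before the ATP read; % is scaled to controls: 0 for no effect and ±100 for the full control effect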
#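 Giardia lamblia trophozoites (100 cells/well) were incubated with compounds for 48 h at 37 deg C under anaerobic conditions. Viability was read as ATP content by one-step luminescence after 15-30 min at room temperature.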
# Rab9 promoter act – Rab9 promoter activation; Potency, µM (highest dose often 9.22 µM), for inactives: at the highest dose activation, negative = inhibition, usual class: activators; Huh7 Rab9 promoter-luciferase reporter, luminescence, 24 h; 2.8% of 320,000 active; also: potency is read from the fitted curve at half-maximal effect; % of control where 0% means no effect; nearly all actives have a fitted effect of over 60% in size
#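 Huh7 cells stably carrying a Rab9 promoter-luciferase reporter, 1500 cells per well in OP-MEM I with 10% FBS, treated with compound 24 hours at 37C. Luciferase activity read by luminescence after 10 minutes with Amplite reagent.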
# Menin MLL FP TR – displaces Texas Red mutant MLL peptide from human menin; Potency, µM (doses to about 61.6 µM), for inactives: at the top dose FP activity change, negative = inhibition, actives largely listed as inhibitors; 0.23% of 270,000 active; O00255; Menin + Texas Red MLL mutant peptide, fluorescence polarization; active = well fitted inhibition curve with a large enough effect in the polarisation, with a control signal flat, not every such curve was filed as active; inconclusive = small, poorly fitted or top-dose-only effect, or effect the other way, or a change in a side signal; inactive = no such curve, though single readings can be large or run the other way; the % refers to the polarisation; also: potency is read from the fitted curve at half-maximal effect; % of control where 0% means no effect; many of its hits are not listed in these tables
# FLuc modulator – inhibits or activates purified firefly luciferase, miR-21 counter-screen; P08659; purified FLuc, Km substrates, luminescence inhibition; Potency, µM (series often up to 57.5 µM), for the others: top-dose activity change, negative = inhibition, hits mostly inhibitors; 6.9% of 360,000 active;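 also: potency is read from the fitted curve at half-maximal effect; plate controls were vehicle for no effect and reference inhibitor for full effect; nearly all actives have a fitted effect of over 55% in size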
# Target sequence (P08659 whole entry, looked up): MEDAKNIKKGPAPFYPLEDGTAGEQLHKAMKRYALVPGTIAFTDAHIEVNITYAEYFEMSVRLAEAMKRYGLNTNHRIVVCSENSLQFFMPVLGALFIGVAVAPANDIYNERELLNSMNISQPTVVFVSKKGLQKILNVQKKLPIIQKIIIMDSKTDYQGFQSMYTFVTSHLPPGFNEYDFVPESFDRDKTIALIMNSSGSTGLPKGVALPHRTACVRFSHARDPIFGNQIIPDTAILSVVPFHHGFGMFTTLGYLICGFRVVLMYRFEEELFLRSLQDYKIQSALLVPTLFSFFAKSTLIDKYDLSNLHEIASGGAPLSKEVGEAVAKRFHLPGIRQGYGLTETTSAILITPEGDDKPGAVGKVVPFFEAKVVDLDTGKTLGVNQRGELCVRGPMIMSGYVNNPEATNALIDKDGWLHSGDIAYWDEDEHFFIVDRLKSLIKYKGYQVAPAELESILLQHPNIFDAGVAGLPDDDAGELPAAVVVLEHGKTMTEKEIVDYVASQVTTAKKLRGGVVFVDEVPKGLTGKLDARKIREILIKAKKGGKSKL
#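 Biochemical qHTS of compounds, final roughly 60 µM downward over six points, against 10 nM purified firefly luciferase using Km concentrations of substrates (10 uM D-luciferin, 10 uM ATP) in Tris acetate pH 7.5 buffer; luminescence output.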
# PKM2 activator – increases activity of human pyruvate kinase M2 | P14618 | purified PKM2, Kinase-Glo ATP luminescence, activation; response scale: 0% is enzyme alone, no compound | Potency, µM (top dose mostly 57.5 µM), inactives show at the highest dose activation, usual class: activators | 0.34% of 260,000 active | AID 1631; also: potency is read from the fitted curve at half-maximal effect; % is scaled to controls: 0 for no effect and ±100 for the full control effect; nearly all actives have a fitted effect of over 55% in size
#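 Purified hPK-M2 (>95% pure) converted ADP (0.1 mM final) to ATP with 0.5 mM PEP in 50 mM imidazole pH7.2, KCl, MgCl2, Tween 20, BSA; 1 h at room temperature. ATP detected by Kinase-Glo luminescence.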
# p53 reactivation – restores transcriptional activity of mutant p53 | 0.063% of 320,000 active | H1299 p53-A138V BP100-luciferase reporter, luminescence, 24 h | Potency, µM (series often up to 92.2 µM), inactives show at the highest dose activity change, positive = activation, most hits filed as activators; also: potency is read from the fitted curve at half-maximal effect; % of control where 0% means no effect; nearly all actives have a fitted effect of over 45% in size
#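 p53-null H1299 cells stably carrying temperature-sensitive p53-A138V and a BP100-luciferase reporter were pinned with compounds (4-point, 1:5 series) and held 24 hrs at 37 deg C. Luminescence was read 10 min after detection reagent.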
# Gal4-VP16 FLuc – counter-screen for ROR gamma inhibitors: Gal4-VP16 reporter | 3.5% of 310,000 active | Potency, µM (highest dose often 53.6 µM), for inactives: at the highest dose activity, negative = inhibition, actives largely listed as inhibitors | Drosophila S2 Gal4-VP16 UAS-luciferase, luminescence, 20 h;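 also: Gal4-VP16 expression switched on by copper sulfate through the metallothionein promoter; potency is read from the fitted curve at half-maximal effect; % is scaled to controls: 0 for no effect and ±100 for the full control effect; nearly all actives have a fitted effect of over 50% in size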
# An asterisk follows results filed as active; ? = inconclusive; / = not tested or not shown; [ ] = another dose, or the depositor's remark. Unless noted, calls follow the shape of the dose curve; as a rule, active = well fitted curve in the direction sought with a large enough effect; inconclusive = small, poorly fitted or top-dose-only effect, or another doubt; inactive = no such curve, though single readings can be large; an effect the other way counts as inactive or inconclusive. This is a subset; rates above refer to the full screens.
SMILES,ELG1 genotoxic,NPC1 promoter act,BRCA1 expr up,RORgamma inh,Giardia kill,Rab9 promoter act,Menin MLL FP TR,FLuc modulator,PKM2 activator,p53 reactivation,Gal4-VP16 FLuc
CCOC(=O)c1c(CC(C)C)csc1NC(=O)c1ccccc1C(=O)O,0%,-2%,0%,7%,33[activator],-6%,/,-7%,-2%,-9%,-1%
CCc1ccc(C(=O)CN2C(=O)C(C)N(c3ccc(C)cc3)C2=O)cc1 (stereo not drawn),3%,-2%,20%,13%,4,2%,7%,-20%,-16%,21%,4%
O=C(NCCc1ccccc1C(F)(F)F)C1CCC(=O)N(C2CC2)C1 (stereo not drawn),1%,-3%,-12%,-39%,-19,-3%,1%,-1%,2%,12%,2%
CCn1c(C)nnc1SCC(=O)Nc1ccc(N2CCOCC2)cc1,1%,2%,7%,/,5,4%,-11%,?,5%,/,/
O=C(CSc1nnnn1-c1ccc(F)cc1)Nc1nc2ccccc2s1,2%,3%,16%,?,-3,1%,16%,3%,-1%,-6%,-10%
CN1CCN(c2ccc(NC(=S)NC(=O)c3cccc4c(Cl)cccc34)cc2)CC1,-2%,-2%,34%,?,2,-3%,-7%,-1%,1%,28%,-13%
CC(C)Oc1ccc(C(=O)O)cc1,2%,0%,-9%,0%,1,-1%,19%,-2%,-10%,-3%,-3%
O=C(CCCCCNC(=O)c1ccccc1Br)N=Nc1c(O)[nH]c2ccccc12,-12%,-4%,-17%,10%,-9,-1%,-6%,-4%,-3%,-2%,-4%
COC(=O)C(CCSC)NC(=O)CNS(=O)(=O)c1ccc(Cl)cc1 (stereo not drawn),-4%,0%,-5%,2%,-4,0%,13%,4%,-4%,0%,-15%
Nn1c(SCc2cn3ccccc3n2)nnc1-c1ccncc1,0%,-1%,3%,-22%,-7,-1%,15%,-2%,0%,2%,-3%
COc1ccc(NC(=O)CCCSc2ccccc2)cc1S(N)(=O)=O,0%,0%,27%,8%,-7,-3%,9%,2%,5%,15%,-12%
COCCNC(=O)CN1C(=O)CSc2ncccc21,3%,-5%,3%,21%,-3,0%,5%,6%,-1%,-6%,-10%

# At a glance, some entries already given:
SMILES,ELG1 genotoxic,NPC1 promoter act,BRCA1 expr up,RORgamma inh,Giardia kill,Rab9 promoter act,Menin MLL FP TR,FLuc modulator,PKM2 activator,p53 reactivation,Gal4-VP16 FLuc
O=C(CSc1nnnn1-c1ccc(F)cc1)Nc1nc2ccccc2s1,2%,3%,16%,?,-3,1%,16%,3%,-1%,-6%,-10%
CN1CCN(c2ccc(NC(=S)NC(=O)c3cccc4c(Cl)cccc34)cc2)CC1,-2%,-2%,34%,?,2,-3%,-7%,-1%,1%,28%,-13%
CC(C)Oc1ccc(C(=O)O)cc1,2%,0%,-9%,0%,1,-1%,19%,-2%,-10%,-3%,-3%
O=C(CCCCCNC(=O)c1ccccc1Br)N=Nc1c(O)[nH]c2ccccc12,-12%,-4%,-17%,10%,-9,-1%,-6%,-4%,-3%,-2%,-4%
COC(=O)C(CCSC)NC(=O)CNS(=O)(=O)c1ccc(Cl)cc1 (stereo not drawn),-4%,0%,-5%,2%,-4,0%,13%,4%,-4%,0%,-15%
Nn1c(SCc2cn3ccccc3n2)nnc1-c1ccncc1,0%,-1%,3%,-22%,-7,-1%,15%,-2%,0%,2%,-3%
COc1ccc(NC(=O)CCCSc2ccccc2)cc1S(N)(=O)=O,0%,0%,27%,8%,-7,-3%,9%,2%,5%,15%,-12%
COCCNC(=O)CN1C(=O)CSc2ncccc21,3%,-5%,3%,21%,-3,0%,5%,6%,-1%,-6%,-10%

# (continued)
SMILES,ELG1 genotoxic,NPC1 promoter act,BRCA1 expr up,RORgamma inh,Giardia kill,Rab9 promoter act,Menin MLL FP TR,FLuc modulator,PKM2 activator,p53 reactivation,Gal4-VP16 FLuc
CC(=O)c1cnc2nc(C(F)(F)F)nn2c1C,-2%,1%,-12%,-35%,-1,-2%,-7%,4%,11%,-3%,6%
CS(=O)(=O)N1CCSC1c1ccc(Br)cc1 (stereo not drawn),-4%,-3%,-2%,4%,-25,0%,/,-1%,0%,-2%,3%
CCc1nc2sccc2c(=O)[nH]1,1%,-3%,14%,0%,-5,-9%,0%,-1%,2%,0%,-1%
CCOC(=O)N1CCN(S(=O)(=O)c2ccc(C(=O)Nc3nnc(C)o3)cc2)CC1,-1%,-1%,1%,?,0,2%,3%,1%,1%,3%,?
O=S(=O)(N/N=C/c1ccc(N2CCOCC2)cc1)c1ccc(Br)cc1,2%,-4%,4%,31%,-17,-10%,15%,?,-6%,8%,0%
CCOc1ccc(NC(=S)NCc2ccco2)cc1,5%,7%,32%,14µM*,8,12%,2%,-15%,-2%,15%,?
O=C(NCc1ccco1)c1cc2ccccc2o1,8%,11%,18%,?,12,1%,2%,?,0%,12%,1%
Cc1cccc(N2CCN(C(=O)c3nn(C)c4c3CS(=O)(=O)c3ccccc3-4)CC2)c1C,-9%,-4%,-76%,22%,-23,0%,/,?,/,-4%,-3%
COc1cc(/C=c2\sc3nc(-c4ccncc4)nn3c2=O)ccc1OC(C)=O,4%,0%,/,-31%,/,-3%,-1%,2.7µM*,14%,?,19%
CCCn1nnnc1NCc1cccc(OC)c1,-1%,1%,-2%,-23%,-2,-2%,1%,-1%,-8%[11.5 µM],24%,3%
CC(C)(C)c1cc(CCC(=O)N2CCNCC2)c(C(C)(C)C)cc1O,-5%,-1%,-40%,3%[0.365 µM],19,-3%,-1%,1%,-6%,-10%,/
CS(=O)(=O)N1CCCC(C(=O)Nc2ccc3c(c2)OCCO3)C1 (stereo not drawn),7%,6%,8%,25%,12,-4%,-4%,-3%,-2%,3%,1%
COc1ccc(/C=C/S(=O)(=O)NCc2ccccc2)cc1OC,0%,-4%,-6%,?,-6,-3%,5%,-3%,18%,-1%,-10%
O=C(NCC1CCCO1)C1CCCN(S(=O)(=O)c2cccc3nsnc23)C1 (stereo not drawn),-3%,-1%,1%,-21%,0,-13%,16%,5%,-2%,-4%,1%
O=C(NCc1ccccc1Cl)c1cc(C(=O)C2CC2)c[nH]1,-1%,0%,-18%,15%,11,5%,?,1%,0%,-8%,-28%
COc1cccc(CNS(=O)(=O)c2cc(CN3C(=O)c4cccnc4C3=O)ccc2OC)c1,4%,0%,1%,1%,20,?,24%,1%,/,11%,1%
O=C(NCCCN1CCOCC1)c1cc(-c2ccc(F)cc2)nc2ccccc12,3%,0%,10%,/,16,-1%,/,?,/,5%,/
CC(/C=N/NC(=O)c1ccncc1)=C\c1ccc(C(C)C)cc1,0%,28%,8.9µM*,-7%,11,2.8µM*,0%,?,-10%,42%,0%
c1ccc(NC2=NCCN2CCC2CCCCC2)cc1,-2%,1%,-15%,0%,17,-4%,0%,1%,-4%,/,1%
O=C1C=C(NCc2ccccc2)C2(CCCCC2)O1,2%,14%,1%,25%,3,3%,1%,1%,-2%,-3%,6%
Cc1sc2ncnc(NCCN3CCOCC3)c2c1C,-15%,-2%,-51%,34%,16,-7%,-4%,0%,-4%,-2%,-12%
Cc1ccc(-c2cc(C(=O)N3CCCC3)c3ccccc3n2)s1,15%,18%,47%,12%,-13,4%[1.84 µM],/,5.4µM*,-12%,-6%,-8%
C=CCC(=O)NC1CC(C)(C)Cc2c1cnn2-c1ccc(C)cc1 (stereo not drawn),0%,-2%,-21%,33%,5,-2%,-12%,5%,-2%,/,3%
Cc1ccccc1N1CCN(Cc2ccc([N+](=O)[O-])o2)CC1,-4%,-3%,17%,-2%,-83*,-1%,-8%,1%,1%,7%,1%
Cc1ccc(C)c(OC(=O)CN2C(=O)c3ccccc3C2=O)c1,-3%,-2%,7%,1%,0,-2%,2%,1%,0%,/,-1%
O=C(NC(=S)N1CCOCC1)c1ccc([N+](=O)[O-])cc1,0%,2%,-24%,1.4µM*,22,-2%,6%,3%,3%,10%,2.2µM*
Cc1ccc(/C=N/Nc2cc(C)nc(N3CCOCC3)n2)cc1,-3%,-1%,14%,24%,-8,-2%,/,2.7µM*,0%,7%,-6%
